# Assay outcomes as filed in PubChem BioAssay.
# Hsp70 activator: Hsp70 transcriptional activation, primary screen | HeLa Hsp70 promoter luciferase reporter, luminescence; scaled: vehicle 0, proteasome-inhibitor control 100% | AID 1203 | 0.04% of 200,000 active | activation, % at 10 µM;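 active means activation above the mean across all tested compounds plus 3 SD, cutoff set per campaign, cut at about 5.5% in these data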;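 further: 100% = MG132 at 30 µM as the positive control and 0% = DMSO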
# PMI activator: phosphomannose isomerase (human) activation; P34949; purified human PMI, coupled resazurin fluorescence, 20 min; hits give high values; 1 = vehicle control, 0 substrate-free wells; activation factor at 20 µM; 0.005% of 190,000 active; AID 1214;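 active means activation factor of 2 or more at 20 µM, relative to plate controls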
# Target sequence (P34949 whole entry, looked up): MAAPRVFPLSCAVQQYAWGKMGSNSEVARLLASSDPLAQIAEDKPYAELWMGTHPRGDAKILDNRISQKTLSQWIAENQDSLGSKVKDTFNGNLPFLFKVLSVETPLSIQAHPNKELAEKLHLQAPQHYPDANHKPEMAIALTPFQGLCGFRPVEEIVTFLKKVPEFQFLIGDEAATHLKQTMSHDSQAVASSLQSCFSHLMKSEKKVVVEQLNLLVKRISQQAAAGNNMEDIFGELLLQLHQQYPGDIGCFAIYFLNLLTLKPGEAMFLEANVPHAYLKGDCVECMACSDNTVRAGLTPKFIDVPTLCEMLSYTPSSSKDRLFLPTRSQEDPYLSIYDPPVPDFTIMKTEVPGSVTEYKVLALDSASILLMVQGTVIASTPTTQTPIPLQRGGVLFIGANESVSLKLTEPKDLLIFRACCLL
# PMI act satM6P: PMI (human) activation, high substrate. coupled PMI enzyme assay, resazurin fluorescence, 20 min; hits give high values; 1 = untreated enzyme, 0 = substrate-free blank. activation factor at 20 µM. P34949. 0.34% of 190,000 active;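 active means activation factor of 2 or more at 20 µM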
#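 Material: human phosphomannose isomerase with PGI, G6PDH, diaphorase coupling enzymes; amount: PMI at 15 ng/mL final; also added: Mannose-6-phosphate 1.0 mM (near-saturating) plus 0.22 mM NADP+; incubation: enzyme reaction with compound 20 min at room temperature; signal: resorufin fluorescence (Ex 544/Em 590 nm) from resazurin via diaphorase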
# Lmaj promast: inhibitors of Leishmania major promastigote growth. inhibition, % at 10 µM. 9% of 200,000 active. Leishmania major promastigotes, resazurin fluorescence viability. AID 1063;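 further: promastigotes grown with compound for 44 hours at 28 °C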
# Diaph act CS: activates diaphorase or chemically reduces, flagging diaphorase assay artifacts; Diaphorase/resazurin coupled assay, resorufin fluorescence, 16 min; hits give high values; 1 = vehicle wells, 0 = NADH-free wells; activation factor at 20 µM; 0.005% of 190,000 active;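 active means diaphorase activity raised at least twofold by the compound at 20 µM; inactive means activation factor below 2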
#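 test system = bacterial diaphorase enzyme (C. kluyveri) | quantity = enzyme 0.07 U/mL final | reagent = NADH substrate 0.114 mM plus resazurin dye 0.1 mM, final | incubation = 16 min enzyme reaction, ambient temperature | buffer or medium = HEPES pH 7.4 buffer with MgCl2 and Tween 20 | signal = fluorescence of resorufin, 544 nm excitation, 590 nm emission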
# S1P3 antagonist: S1P3 (human) receptor antagonism. inhibition, % at 4.98 µM. Q99500. 0.27% of 170,000 active. CHO S1P3 NFAT-BLA reporter, FRET fluorescence, antagonist mode;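 active means inhibition above the plate cutoff, the mean inhibition of test wells on that plate plus 3 SD, cut at about 28% in these data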;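 further: cells challenged with S1P at its EC80 of 0.8 µM; blue over green emission ratio from cleaved BLA substrate after 4 h stimulation; 0% = S1P-stimulated wells and 100% = unstimulated DMSO-only wells; some compounds past the cut are filed as inactive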
# Target sequence (Q99500 whole entry, looked up): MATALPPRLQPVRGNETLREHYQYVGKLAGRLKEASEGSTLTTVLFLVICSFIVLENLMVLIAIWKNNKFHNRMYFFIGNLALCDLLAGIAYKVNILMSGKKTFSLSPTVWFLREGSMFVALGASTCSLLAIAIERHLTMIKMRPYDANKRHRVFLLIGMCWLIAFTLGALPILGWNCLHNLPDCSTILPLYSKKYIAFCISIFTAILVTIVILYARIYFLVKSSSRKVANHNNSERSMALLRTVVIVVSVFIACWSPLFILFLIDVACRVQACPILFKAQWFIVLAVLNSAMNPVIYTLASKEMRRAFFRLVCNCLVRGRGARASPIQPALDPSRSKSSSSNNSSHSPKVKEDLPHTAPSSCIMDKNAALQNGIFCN
# G6PDH CS: inhibits Leuconostoc G6PDH, flagging false hits in G6PDH-based assays; Purified L. mesenteroides G6PDH, diaphorase/resazurin coupled fluorescence, 45 min; inhibition, % at 5 µM; 0.12% of 200,000 active; AID 1020
# TLR4-MyD88 BLA: TLR4-MyD88 interaction inhibition in cells. HeLa CL3-4 TLR4/MyD88 BLA complementation, FRET ratio. O00206+Q99836. AID 861. 0.18% of 200,000 active. inhibition, % at 8.4 µM; in the data active means inhibition above about 25%;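 further: 0% = vehicle and 100% = reference inhibitor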
# DTT redox prof: compounds producing H2O2 with reducing agent – biochemical, NIH compound library profiling, artefact control for MLSCN library redox annotation, primary screen; DTT-dependent redox cycling H2O2, phenol red/HRP absorbance; 100% = 100 µM peroxide control, 0% = buffer; activation, % at 10 µM; 0.03% of 200,000 active; AID 878;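 active means activation of at least 50% relative to the plate's high and low controls in the primary single-dose screen; inactive means activation below 50%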;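 further: compound incubated with DTT at 0.8 mM final as the reducing agent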
# RAM network inh: inhibitors of the yeast RAM network. S. cerevisiae dse1pr::URA3 reporter, 5-FOA growth OD615, 2 d; analog-sensitive cbk1-as2 kinase mutant strain. inhibition, % at 50 µM. 1.8% of 190,000 active. AID 868;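 active means inhibition above a set limit, 3 SD over mean compound inhibition, cut at about 8.4% in these data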;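 further: 0% = DMSO-only wells with no growth and 100% = 10 µM 1-NA-PP1 full growth; inhibition rescues growth on 5-FOA so higher OD means more RAM inhibition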
# Diaphorase inh: counter-screen for diaphorase-based assays: diaphorase inhibitors and chemical oxidizers | 0.69% of 190,000 active | inhibition, % at 20 µM | diaphorase resazurin-to-resorufin fluorescence, NADH, 16 min; bacterial (C. kluyveri) enzyme, not human;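 active means primary screen inhibition at 20 µM above a set limit, cut at about 50% in these data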;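 further: plate controls were DMSO with full reaction for no effect and wells lacking NADH for full effect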
#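 Assay system: diaphorase enzyme from Clostridium kluyveri. Quantity: enzyme working solution with 0.14 U/mL diaphorase. Schedule: reaction incubation of 16 min at room temperature. Technique: resorufin fluorescence, excitation 544 nm, emission 590 nm. Controls: No-NADH positive control and DMSO neutral control.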
# Numbers without * were called inactive; · = not tested or not shown. Unless noted, no stated cut-off is given here; in the data, active means inhibition above about 50%; inactive means the rest.
item	structure	DTT redox prof	S1P3 antagonist	PMI activator	TLR4-MyD88 BLA	Diaph act CS	Diaphorase inh	RAM network inh	G6PDH CS	Hsp70 activator	PMI act satM6P	Lmaj promast
1	O=C(c1cc2ccccn2n1)N1CCN(Cc2ccccc2)CC1	-1.5	-51	1	·	0.9	8	0.1	4	·	1	-10
2	COc1ccc(N2CC(O)(c3ccc(C)cc3)[N+]3=C2CCCC3)cc1 (stereo unspecified)	-0.8	2	1.2	1	0.9	9	1.1	-3	-0.3	1.1	6
3	O=C(O)c1cc2nc(-c3cccs3)cc(C(F)(F)F)n2n1	-0.8	0	1	10	0.7	29	1.2	9	-0.4	0.9	-5
4	Nc1nnc(SCC(=O)Nc2cc(S(=O)(=O)N3CCOCC3)ccc2Cl)s1	-0.2	-6	0.9	-4	0.9	6	0.6	2	-0.2	1	-1
5	O=c1nc(N2CCCCC2)nc(Nc2ccccc2)[nH]1	0.0	·	1	-9	0.9	15	-0.6	6	-0.2	1	-4
6	CC(NC(=O)c1ccc(F)cc1)C(=O)NC1=NCCS1 (stereo unspecified)	-1.9	7	1.1	0	1.1	-9	0.1	0	-0.1	1.1	1
7	CC(C)C(NC(=O)C12CC3CC(CC(C3)C1)C2)C(=O)O (stereo unspecified)	0.7	0	0.8	4	0.9	11	1.4	3	-0.3	0.9	52*
8	O=C(Nc1cccnc1)c1ccc(COc2cc(Cl)ccc2Cl)o1	0.6	·	0.9	-4	0.8	16	7.4	3	0.1	0.9	10
9	O=C(NC12CC3CC(CC(C3)C1)C2)c1ccccc1O	2.1	8	0.9	5	0.9	8	2.0	16	-0.3	1	50*
10	O=C(C[n+]1ccc(C(=O)N/N=C/c2ccc(Br)cc2)cc1)c1ccccc1	1.4	·	1.4	6	1.2	-18	1.5	-5	-0.2	1.6	10
11	Cc1ccccc1NC(=O)Cc1nc(-c2ccc3ccccc3c2)cs1	1.5	-3	0.9	10	0.9	8	-0.4	-15	-0.2	0.9	-3
12	Oc1ccc(/C=N/N(Cc2ccccc2)c2ccccc2)c(O)c1O	-0.6	-17	0.2	-4	0.1	87*	4.8	8	0.0	0.4	-9
13	COc1cccc(N/C(N)=N/c2nc(CSc3ccccn3)cc(=O)[nH]2)c1	-1.0	-1	1	-1	0.6	36	4.8	0	-0.1	1	23
14	Cc1nc([N+](=O)[O-])c(C(=O)OCc2ccc(C#N)cc2)n1C	0.1	-9	1	7	1	-2	3.9	0	-0.2	1	-7
15	O=C(Nc1nc2ccccc2n1CCN1CCCC1)c1ccc(Cl)cc1	-1.8	-9	1.1	-5	1.1	-6	0.7	5	0.1	1.1	2
16	CCOC(=O)C1CCN(c2nc3ccccc3n2CC(=O)c2ccccc2)CC1	0.3	3	1	-5	1	3	0.5	5	-0.2	1	24
17	CCC(=O)NNc1ncnc2c1cnn2-c1ccccc1	0.4	1	1.1	3	1.1	-5	0.7	7	-0.3	1	-9
18	COc1ccc(C(=O)c2sc(Nc3cccc(OC)c3)c(C(=O)Nc3cccc(C)c3C)c2N)cc1	0.1	·	1	4	0.8	16	4.6	3	0.0	1.1	-6
19	COc1ccc2[nH]c(=O)c(CN(CCc3ccccc3)Cc3nnnn3CC3CCCO3)cc2c1 (stereo unspecified)	0.8	-25	1.2	-15	0.8	19	2.3	5	-0.3	1.3	15
20	O=C(CCSc1ccccc1)Nc1nccs1	1.5	·	0.9	-11	0.9	8	1.2	6	-0.3	1	-1
21	O=C(Cc1cccs1)N1CCC(c2nc3c(nnn3Cc3ccccc3)c(=O)[nH]2)CC1	0.1	-14	0.9	8	0.9	11	1.5	11	-0.1	0.9	-2
22	Cc1ccc(S(=O)(=O)Nc2nc(C)cc(-n3nc(C)cc3C)n2)cc1	0.0	·	0.8	-6	0.8	23	2.7	7	-0.2	0.9	-2
23	CCOC(=O)N1CCN(C(=O)C2CCN(S(C)(=O)=O)CC2)CC1	2.9	10	0.9	-7	0.9	12	0.6	-6	-0.3	1	-5
24	CC(OC(=O)c1cn(-c2ccccc2)nc1-c1cccnc1)C(N)=O (stereo unspecified)	-0.3	-20	1.1	-5	1.1	-8	2.9	10	0.8	1	-4
25	C=CCc1cccc(C=Nc2cc(Br)ccc2O)c1O	-0.2	3	0.7	-5	0.6	36	1.1	23	-0.3	0.4	12
26	CC(C)OCCCNC(=S)Nc1ccc2nc3n(c(=O)c2c1)CCCCC3	-1.2	0	1	3	0.9	8	0.9	-2	-0.2	1.1	0
27	CCN(CC)S(=O)(=O)c1ccc2c(c1)c(=O)c(C(=O)NCc1ccco1)cn2C	-1.5	1	1	21	0.9	11	2.3	2	-0.4	1	29
28	COC(=O)c1c(SCc2ccc(C#N)cc2)nc(=O)[nH]c1C	0.0	-15	1	-9	1.1	-6	2.6	-8	0.3	1.1	-12
29	Nc1nnc(-c2ccccc2F)s1	-0.7	-3	0.9	-10	0.8	16	1.4	18	-0.1	0.9	-4
30	Cc1ccc(CNC(=O)CN2CCN(Cc3ccc(C)cc3)C2=O)cc1	0.1	·	1.1	3	1.1	-8	1.5	4	-0.3	1.1	-2
31	Cc1onc(C(=O)NCc2ccc(F)cc2)c1[N+](=O)[O-]	-8.2	-6	1.2	4	1.1	-11	-0.7	0	0.2	1	-5
32	Cc1ccc(NC(=O)CSc2nnc(-c3ccncc3)o2)cc1	1.5	·	0.9	-13	1	1	2.7	4	-0.1	1	5
33	COc1cccc2c(=O)c(SC(F)(F)C(F)C(F)(F)F)c(C)[nH]c12 (stereo unspecified)	-0.4	·	1	-5	0.8	15	0.5	0	-0.1	0.9	29
34	Cc1ccc(-c2cc(N)n(-c3ccc(F)cc3)n2)cc1	-0.8	-8	0.8	2	0.7	27	1.0	2	0.3	0.8	13
35	COc1ccc(-c2nnn(CC(=O)N3CCN(c4ccccc4OC)CC3)n2)cc1	0.4	·	1	-1	0.9	12	0.2	10	0.1	0.9	-2
36	O=C(NCc1ccccc1)c1ccc(N2C(=O)C3CCCCC3C2=O)cc1 (stereo unspecified)	-0.2	-8	0.9	-5	0.9	7	0.7	-3	-0.2	0.9	-5
37	O=C1C2C3C=CC(C3)C2C(=O)N1/N=C/c1cn(Cc2ccccc2)c2ccccc12 (stereo unspecified)	0.1	·	1	-6	0.9	12	-0.1	12	0.3	1	3
38	COc1cc(OC)c(C(=O)OCC(=O)N(Cc2ccccc2)C(C)(C)C)cc1OC	0.2	0	1	-14	0.9	6	0.9	3	-0.1	1.1	12
39	CCOC(=O)N1CCN(Cc2nc(-c3cccc(C)c3)no2)CC1	0.4	·	0.9	8	1	4	0.8	1	-0.2	1	2
40	COC(=O)CNC(=O)COC(=O)Cc1ccc(Cl)cc1	-1.4	0	1.2	-9	0.9	5	2.0	10	0.0	1.1	-5
41	COC(=O)/C(C#N)=C1/SC=C(C)N1c1ccccc1	1.0	·	1	-3	1.1	-9	3.5	5	0.1	1	4
42	OCCN(CCO)CC(O)COCCC12CC3CC(CC(C3)C1)C2 (stereo unspecified)	0.0	·	1.1	0	1	0	1.3	20	-0.2	1.2	71*
43	CC(C)COC(=O)Cn1cnc2ccc(Br)cc2c1=O	0.7	6	1	-2	1	3	-0.8	2	-0.4	1	-6
44	NNc1nc2c(-c3ccc(Cl)cc3)nnn2c2ccccc12	-2.4	-7	1	15	0.9	6	0.9	-1	-0.3	1.1	86*
45	CCCCNC(=S)NNC(=O)c1cc(C)on1	2.3	·	0.9	2	0.8	15	-0.4	12	-0.1	0.8	-10
46	CCOc1ccc(C(=O)NCC(=O)OCC(=O)N2CCCC2)cc1	0.1	-18	1.1	-9	1	0	3.9	1	-0.2	1.1	-5
47	O=C(O)[C@H](Cc1ccccc1)NC(=O)C(c1ccccc1)(c1ccccc1)c1ccccc1	-0.2	-14	0.9	-15	0.7	32	5.8	-6	-0.4	0.9	-4
48	O=C(/C=C/c1ccc(S(=O)(=O)N2CCOCC2)cc1)N1CCN(c2ccccc2)CC1	-0.1	-2	1.1	-8	1	-3	1.8	3	-0.5	1	-2
49	Cc1ccc(/C=C2/SC(=S)N(CC(=O)Nc3ncc(Cc4ccc(C)cc4)s3)C2=O)cc1	1.6	·	1.1	-20	1	-3	11*	-6	-0.4	1.2	-2
50	O=C(COC(=O)c1cccc(Br)c1)NCCc1ccc(F)cc1	0.0	6	1	-8	1	2	-0.9	5	-0.2	1	-5

# Later entries
item	structure	DTT redox prof	S1P3 antagonist	PMI activator	TLR4-MyD88 BLA	Diaph act CS	Diaphorase inh	RAM network inh	G6PDH CS	Hsp70 activator	PMI act satM6P	Lmaj promast
51	COc1ccc(C2CC(=O)C3=C(C2)Nc2ccccc2N(C(C)=O)C3c2ccco2)cc1 (stereo unspecified)	-0.8	-13	1	-3	0.9	14	0.1	2	-0.2	1	-2
52	CCOC(=O)CSc1cc(CS(=O)(=O)c2ccccc2)nc(-c2ccccc2)n1	1.7	·	0.9	-1	0.8	18	6.5	7	-0.5	0.9	-4
53	COc1ccc(NC(=O)CSc2nc3ccccc3c(=O)n2CCCN2CCCCC2)c(OC)c1	-0.1	·	1	-8	1	-4	-0.5	5	-0.3	1	100*
54	COc1ccc(S(=O)(=O)NCCN2CCOCC2)c2ccccc12	-0.1	-16	1.1	0	0.9	10	1.6	14	0.3	0.8	6
55	CC(=O)N1CCc2cc(C(=O)CN3CCN(c4cccc(Cl)c4)CC3)ccc21	-1.0	-13	1.4	0	0.8	22	1.6	3	-0.4	1.5	5
56	C/C(=N\Nc1cc(C)nc(-c2ccccc2)n1)c1cccc([N+](=O)[O-])c1	-0.8	-8	0.8	-5	0.9	10	3.7	11	-0.2	0.9	4
57	CCCC(=O)Nc1ccc2c(c1)C(=O)N(CCC(=O)O)C2=O	-0.1	-10	0.9	3	0.9	15	0.1	0	-0.5	0.9	-8
58	Cc1ccccc1CS(=O)(=O)Cc1ccc(C(=O)N2CCOCC2)o1	-3.0	-8	0.9	-9	0.8	21	0.0	9	0.4	0.9	-2
